Compound activity: PubChem BioAssay, Sanford-Burnham Center for Chemical Genomics
NALP3 yeast inh: inhibitors of NALP3 inflammasome in yeast; Yeast reconstituted NLRP3/ASC/caspase-1, beta-gal luminescence, 24 h; hit rate 0.39% among 330,000; AID 2825; inhibition, % at 10 µM;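 active = inhibition of 50% or more; inactive = inhibition below 50%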;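 also: plate controls were induced DMSO wells for no effect and uninduced yeast grown without galactose for full effect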
SENP8 block-1: SENP8 protease inhibition. inhibition, % at 10 µM. purified SENP8, Z-RLRGG-aminoluciferin cleavage, luminescence. hit rate 1.2% among 330,000. AID 2540; in the data active = inhibition above about 50%
HKDC1 inhibitor: HKDC1 (human) hexokinase inhibition | Q2TB90 | recombinant HKDC1, G6PDH/diaphorase resazurin coupled fluorescence | inhibition, % at 20 µM | hit rate 0.16% among 340,000 | AID 493160;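 active = inhibition above about 35% when tested at 20 µM, limit read from the data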;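 also: plate controls were DMSO wells with enzyme for no effect and DMSO wells lacking enzyme for full effect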
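Material: recombinant HKDC1 hexokinase; Amount: HKDC1 at 5 µg/mL; Medium: Tris pH 8.0 buffer with MgCl2, Tween-20, BSA, BME; Schedule: 90 min reaction incubation at room temperature, dark; Technique: coupled resazurin fluorescence, excitation 525 nm, emission 613 nm.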
PfGluPho inh: PfG6PD (Plasmodium falciparum) enzyme inhibition. PfGluPho enzyme, NADPH resazurin-diaphorase fluorescence. inhibition, % at 20 µM. hit rate 0.78% among 350,000. AID 504690;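 active = inhibition reaching at least a set limit at 20 µM in the primary screen, cut at about 59% in these data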;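 also: 0% = DMSO wells with substrate and 100% = DMSO wells lacking glucose-6-phosphate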
SENP6 block: SENP6 protease inhibition. Recombinant SENP6 catalytic domain, aminoluciferin luminescence. Q9GZR1. hit rate 1.8% among 330,000. inhibition, % at 10 µM;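 active = inhibition above about 50% at the single tested dose, limit read from the data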;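 also: plate controls were DMSO wells with enzyme for no effect and DMSO wells lacking enzyme for full effect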
SENP1 FRET inh: blocks the human SENP1 SUMO protease catalytic domain; recombinant SENP1 catalytic domain, CyPet-SUMO1-YPet FRET cleavage; inhibition, % at 10 µM; hit rate 0.21% among 360,000; AID 624204;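 active = inhibition at least 30% at 10 µM, raw YFP signal under a set limit, fluorescence ratio 0.5 to 1.5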;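 also: 0% = enzyme with DMSO and 100% = no enzyme wells; some results filed as inactive read as strong as hits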
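Assay system: hSENP1 catalytic domain, recombinant. Amount: SENP1 enzyme, 20 pM final. Schedule: 50 min reaction, RT, dark. Technique: FRET, CFP and YFP emission. Control set: no-enzyme wells low, DMSO-plus-enzyme wells high control.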
Apaf-1 inh: blocks human Apaf-1 apoptosome activity. reconstituted apoptosome caspase-3 activity, DEVD-Rh110 fluorescence. AID 489030. hit rate 0.71% among 330,000. inhibition, % at 20 µM; active = inhibition of at least 40% at 20 µM;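 also: plate controls were DMSO wells for no effect and DEVD-CHO caspase inhibitor wells for full effect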
Target sequence (O14727 whole entry, looked up): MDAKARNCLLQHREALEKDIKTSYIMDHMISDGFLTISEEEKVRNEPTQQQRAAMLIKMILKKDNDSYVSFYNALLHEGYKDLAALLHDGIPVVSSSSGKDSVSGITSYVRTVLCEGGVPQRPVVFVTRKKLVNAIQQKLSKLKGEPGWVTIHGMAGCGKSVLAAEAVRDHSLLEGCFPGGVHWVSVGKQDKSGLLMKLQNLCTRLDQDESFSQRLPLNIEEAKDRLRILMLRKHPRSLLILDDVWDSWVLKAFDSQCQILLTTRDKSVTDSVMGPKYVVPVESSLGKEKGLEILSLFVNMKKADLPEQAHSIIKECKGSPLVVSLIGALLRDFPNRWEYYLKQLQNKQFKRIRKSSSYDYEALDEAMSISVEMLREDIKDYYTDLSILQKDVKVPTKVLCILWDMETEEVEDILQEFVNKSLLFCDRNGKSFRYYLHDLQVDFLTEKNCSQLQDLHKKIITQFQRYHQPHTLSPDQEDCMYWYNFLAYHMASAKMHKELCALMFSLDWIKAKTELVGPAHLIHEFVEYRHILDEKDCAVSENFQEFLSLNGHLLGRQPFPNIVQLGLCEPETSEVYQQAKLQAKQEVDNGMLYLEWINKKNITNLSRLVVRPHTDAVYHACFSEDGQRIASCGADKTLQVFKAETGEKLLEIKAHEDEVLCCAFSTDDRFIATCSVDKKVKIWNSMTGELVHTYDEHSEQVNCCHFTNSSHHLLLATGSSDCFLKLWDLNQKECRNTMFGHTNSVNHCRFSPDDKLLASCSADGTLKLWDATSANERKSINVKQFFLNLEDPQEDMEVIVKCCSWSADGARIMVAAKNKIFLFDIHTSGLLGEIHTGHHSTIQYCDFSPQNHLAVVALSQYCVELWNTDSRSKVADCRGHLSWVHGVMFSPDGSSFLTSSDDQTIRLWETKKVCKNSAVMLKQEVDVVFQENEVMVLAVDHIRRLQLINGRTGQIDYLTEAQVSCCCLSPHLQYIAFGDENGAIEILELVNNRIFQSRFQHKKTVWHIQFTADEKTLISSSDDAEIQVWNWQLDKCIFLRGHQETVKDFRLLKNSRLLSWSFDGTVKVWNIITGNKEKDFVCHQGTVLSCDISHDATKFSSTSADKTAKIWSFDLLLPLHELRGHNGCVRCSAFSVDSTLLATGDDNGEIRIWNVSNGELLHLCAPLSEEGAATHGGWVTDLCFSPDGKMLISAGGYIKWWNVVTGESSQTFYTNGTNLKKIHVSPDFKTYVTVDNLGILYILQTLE
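Material: reconstituted apoptosome with Apaf-1, cytochrome c, caspase-9, procaspase-3, dATP / Buffer or medium: pH 7.5 Hepes buffer with CHAPS, BSA, DTT / Also added: cytochrome c with DEVD-Rh110 / Schedule: compound with Apaf-1, dATP, procaspase-3 30 min, then 50 min reaction, room temperature / Technique: rhodamine 110 fluorescence at Ex 480/Em 540 nm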
SENP7 block: SENP7 protease inhibition | Q9BQF6 | recombinant SENP7, Z-RLRGG-aminoluciferin luminescence, 40 min | inhibition, % at 5 µM | hit rate 1.5% among 330,000 | AID 434973;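 active = inhibition above about 50% at the single test dose, limit read from the data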;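 also: plate controls were DMSO with enzyme for no effect and no enzyme buffer wells for full effect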
SENP8 block-2: blocks human SENP8 cleavage of Nedd8 substrate | recombinant SENP8, Nedd8 substrate fluorescence | inhibition, % at 20 µM | AID 602440 | Q96LD8 | hit rate 0.64% among 360,000; in the data active = inhibition mostly above about 40%, no sharp cut-off; inactive = mostly below about 27%
* = called active by the depositor.

`CN(C)/C(Cn1cncn1)=C1/N=C(c2ccccc2)OC1=O` gave NALP3 yeast inh 11, SENP8 block-1 0, HKDC1 inhibitor -2, PfGluPho inh -9, SENP6 block 12, SENP1 FRET inh 1, Apaf-1 inh -14, SENP7 block 0 and SENP8 block-2 14.
For Cc1cccc(N(CC(=O)NC(C)C)C(=O)CCC(=O)Nc2ccccn2)c1 the results were NALP3 yeast inh 6, SENP8 block-1 3, HKDC1 inhibitor -6, PfGluPho inh 0, SENP6 block 12, SENP1 FRET inh 1, Apaf-1 inh 2, SENP7 block -2 and SENP8 block-2 7.
Screening Cc1cc(C(=O)CN2C(=O)c3ccccc3C2=O)c(C)n1C1CC1 returned NALP3 yeast inh 2, SENP8 block-1 -1, HKDC1 inhibitor -2, PfGluPho inh 0, SENP6 block 9, SENP1 FRET inh 0, Apaf-1 inh -13, SENP7 block -5 and SENP8 block-2 20.
Screening Cc1cccc(C)c1OCC(O)CN1CCN(c2ccccc2)CC1 (stereo unspecified) returned NALP3 yeast inh 34, SENP8 block-1 -2, HKDC1 inhibitor 4, PfGluPho inh -6, SENP6 block -10, SENP1 FRET inh 0, Apaf-1 inh -12, SENP7 block 1 and SENP8 block-2 9.
Screening O=C(CSc1ccc(Br)cc1)Nc1cccc(S(=O)(=O)N2CCOCC2)c1 returned NALP3 yeast inh 22, SENP8 block-1 -9, HKDC1 inhibitor -1, PfGluPho inh 26, SENP6 block -18, SENP1 FRET inh 2, Apaf-1 inh 6, SENP7 block 16 and SENP8 block-2 0.
For Cc1ccccc1N1CCN(C(=O)NCc2cccc(Cl)c2)CC1 the results were NALP3 yeast inh 33, SENP8 block-1 -1, HKDC1 inhibitor 0, PfGluPho inh -4, SENP6 block -26, SENP1 FRET inh 2, Apaf-1 inh 18, SENP7 block -3 and SENP8 block-2 5.
For CC(=O)c1cccc(CN2CCC(CO)(Cc3ccccc3)CC2)c1 the results were NALP3 yeast inh 3, SENP8 block-1 5, HKDC1 inhibitor -2, PfGluPho inh -8, SENP6 block 1, SENP1 FRET inh 0, Apaf-1 inh -12, SENP7 block 3 and SENP8 block-2 16.
For O=C(Nc1cccc(Cl)c1)c1ccc(S(=O)(=O)NCC2CCCO2)cc1 (stereo unspecified) the results were NALP3 yeast inh 12, SENP8 block-1 5, HKDC1 inhibitor -2, PfGluPho inh 9, SENP6 block -10, SENP1 FRET inh 2, Apaf-1 inh 2, SENP7 block 4 and SENP8 block-2 12.
`CC/C(=N\O)C(C)(C)/[N+]([O-])=C/c1ccc(Br)cc1` gave NALP3 yeast inh -2, SENP8 block-1 -10, HKDC1 inhibitor 4, PfGluPho inh -13, SENP6 block -20, SENP1 FRET inh 1, Apaf-1 inh -11, SENP7 block -4 and SENP8 block-2 13.
`COc1ccc(C)cc1NC(=O)C(=O)N1CCCC1` gave NALP3 yeast inh 9, SENP8 block-1 -7, HKDC1 inhibitor -7, PfGluPho inh -6, SENP6 block -26, SENP1 FRET inh -2, Apaf-1 inh -6, SENP7 block -6 and SENP8 block-2 22.
`COc1cccc(NC(=O)NNC(=O)c2ccc3c(c2)NC(=O)C(C)(C)O3)c1` gave NALP3 yeast inh 10, SENP8 block-1 -3, HKDC1 inhibitor 0, PfGluPho inh -23, SENP6 block 19, SENP1 FRET inh -2, Apaf-1 inh 4, SENP7 block 5 and SENP8 block-2 18.
Screening CC(C)CC(NC(=O)C1CCC(=O)N1C(=O)OCc1ccccc1)C(=O)NC(Cc1ccccc1)C(N)=O (stereo unspecified) returned NALP3 yeast inh 12, SENP8 block-1 -2, HKDC1 inhibitor -7, PfGluPho inh 0, SENP6 block -6, SENP1 FRET inh 4, Apaf-1 inh 2, SENP7 block 6 and SENP8 block-2 26.
CC1C(=O)C(C)(C)C(=O)OC1c1ccc([N+](=O)[O-])cc1 (stereo unspecified) was read as NALP3 yeast inh -1, SENP8 block-1 -4, HKDC1 inhibitor -1, PfGluPho inh 2, SENP6 block -12, SENP1 FRET inh 2, Apaf-1 inh 0, SENP7 block 7 and SENP8 block-2 29.
Screening Cc1ccccc1-n1c(O)c(/C=N/N2CCCCC2c2cccnc2)c(=O)[nH]c1=O (stereo unspecified) returned NALP3 yeast inh 23, SENP8 block-1 3, HKDC1 inhibitor -1, PfGluPho inh -10, SENP6 block -9, SENP1 FRET inh -2, Apaf-1 inh 4, SENP7 block 3 and SENP8 block-2 25.
`Cc1cc(C)cc(NC(=S)N2CCC(NC(=O)c3ccccc3C)CC2)c1` gave NALP3 yeast inh 15, SENP8 block-1 0, HKDC1 inhibitor 10, PfGluPho inh -2, SENP6 block 6, SENP1 FRET inh 5, Apaf-1 inh -5, SENP7 block -3 and SENP8 block-2 10.
Screening COc1ccc(-c2cc(C(=O)Nc3cc(C)on3)no2)cc1OC returned NALP3 yeast inh 13, SENP8 block-1 -3, HKDC1 inhibitor -8, PfGluPho inh -9, SENP6 block -20, SENP1 FRET inh 2, Apaf-1 inh -14, SENP7 block -4 and SENP8 block-2 -250.
`Cc1cc(C)cc(OCCCn2ccnc2)c1` gave NALP3 yeast inh 0, SENP8 block-1 -5, HKDC1 inhibitor -2, PfGluPho inh 2, SENP6 block -16, SENP1 FRET inh -3, Apaf-1 inh -3, SENP7 block 8 and SENP8 block-2 10.
For CSCC[C@H](NC(=O)OC(C)(C)C)C(=O)N/N=C/c1ccc2nccnc2c1 the results were NALP3 yeast inh 3, SENP8 block-1 1, HKDC1 inhibitor -1, PfGluPho inh -3, SENP6 block -1, SENP1 FRET inh 1, Apaf-1 inh -14, SENP7 block 1 and SENP8 block-2 -44.
For O=C1c2ccccc2NC(c2ccco2)N1/N=C/c1ccco1 (stereo unspecified) the results were NALP3 yeast inh 17, SENP8 block-1 -5, HKDC1 inhibitor -7, PfGluPho inh 23, SENP6 block 15, SENP1 FRET inh -4, Apaf-1 inh -2, SENP7 block 0 and SENP8 block-2 -316.
For O=C(c1ccccc1F)N1CCN(c2ccccc2F)CC1 the results were NALP3 yeast inh -3, SENP8 block-1 -4, HKDC1 inhibitor 0, PfGluPho inh 1, SENP6 block -11, SENP1 FRET inh 2, Apaf-1 inh 5, SENP7 block 4 and SENP8 block-2 -5.
CC(=O)Nc1ccc2nc(SCC(=O)N3CCOCC3)sc2c1 was read as NALP3 yeast inh 13, SENP8 block-1 -2, HKDC1 inhibitor 16, PfGluPho inh -3, SENP6 block 9, SENP1 FRET inh 1, Apaf-1 inh -5, SENP7 block 9 and SENP8 block-2 -19.
Screening CCNc1nc(NC(C)C)nc(N(n2cnnc2)S(=O)(=O)c2ccc(C)cc2)n1 returned NALP3 yeast inh -3, SENP8 block-1 -7, HKDC1 inhibitor -2, PfGluPho inh -14, SENP6 block -9, SENP1 FRET inh 3, Apaf-1 inh 15, SENP7 block 5 and SENP8 block-2 12.
`CCC(=O)Nc1ccc(S(=O)(=O)NCCc2ccccc2)cc1` gave NALP3 yeast inh 15, SENP8 block-1 -2, HKDC1 inhibitor -4, PfGluPho inh -18, SENP6 block 3, SENP1 FRET inh -2, Apaf-1 inh -5, SENP7 block -8 and SENP8 block-2 21.
O=C(CN1CCCCC1)Nc1ccc(S(=O)(=O)N2CCOCC2)cc1 was read as NALP3 yeast inh -4, SENP8 block-1 8, HKDC1 inhibitor -15, PfGluPho inh -4, SENP6 block 11, SENP1 FRET inh 1, Apaf-1 inh -15, SENP7 block -3 and SENP8 block-2 8.
O=C(CCl)c1ccc2c(c1)CCN2C(=O)C1CCCCC1 was read as NALP3 yeast inh -26, SENP8 block-1 -3, HKDC1 inhibitor 27, PfGluPho inh 2, SENP6 block -9, SENP1 FRET inh 2, Apaf-1 inh -15, SENP7 block -3 and SENP8 block-2 -20.
Screening Cn1cc([N+](=O)[O-])c(C(=O)Nc2ccc(-c3nc4ccccc4o3)cc2)n1 returned NALP3 yeast inh 27, SENP8 block-1 -23, HKDC1 inhibitor -3, PfGluPho inh -2, SENP6 block 6, SENP1 FRET inh 2, Apaf-1 inh -4, SENP7 block -1 and SENP8 block-2 4.
`O=C(Nc1ccc(NC(=S)NC(=O)c2cccs2)cc1)c1ccco1` gave NALP3 yeast inh 4, SENP8 block-1 -4, HKDC1 inhibitor 1, PfGluPho inh 0, SENP6 block 3, SENP1 FRET inh 1, Apaf-1 inh 9, SENP7 block -2 and SENP8 block-2 12.
CC(c1cccs1)N(C(=O)Nc1ccccc1)C1CCCCC1 (stereo unspecified) was read as NALP3 yeast inh 6, SENP8 block-1 -4, HKDC1 inhibitor 10, PfGluPho inh -14, SENP6 block 0, SENP1 FRET inh 1, Apaf-1 inh -16, SENP7 block -2 and SENP8 block-2 11.
For COc1ccc(/C=N/N2CCOCC2)cc1COc1ccc(Cl)cc1 the results were NALP3 yeast inh 35, SENP8 block-1 -2, HKDC1 inhibitor -4, PfGluPho inh 17, SENP6 block -14, SENP1 FRET inh 1, Apaf-1 inh 7, SENP7 block 1 and SENP8 block-2 16.
`O=C(NCCN1CCN(c2ccccc2F)CC1)c1cccn2c(=O)c3ccccc3nc12` gave NALP3 yeast inh 18, SENP8 block-1 4, HKDC1 inhibitor 17, PfGluPho inh 10, SENP6 block -6, SENP1 FRET inh -20, Apaf-1 inh 26, SENP7 block 2 and SENP8 block-2 -274.
`Cc1ccc(CNC(=O)c2ccc(NS(=O)(=O)c3c(C)noc3C)cc2)cc1` gave NALP3 yeast inh 3, SENP8 block-1 -12, HKDC1 inhibitor 2, PfGluPho inh -9, SENP6 block -20, SENP1 FRET inh 3, Apaf-1 inh 6, SENP7 block -1 and SENP8 block-2 21.
For CC(C)(C)OC(=O)C[C@@H]1C/C=C\C[C@@H](CC(=O)N[C@H](CO)Cc2ccccc2)C(=O)NC[C@@H](c2ccccc2)OC1=O the results were NALP3 yeast inh 11, SENP8 block-1 1, HKDC1 inhibitor 1, PfGluPho inh -3, SENP6 block -11, SENP1 FRET inh 2, Apaf-1 inh 2, SENP7 block -7 and SENP8 block-2 12.
Screening CCCCCCCC1(C)NC(=O)NC1=O (stereo unspecified) returned NALP3 yeast inh 10, SENP8 block-1 0, HKDC1 inhibitor -3, PfGluPho inh -6, SENP6 block -10, SENP1 FRET inh 2, Apaf-1 inh -12, SENP7 block 6 and SENP8 block-2 9.
Screening CCN(CC)C(=O)Cn1c(=O)n(CCCC(=O)NCc2ccccc2)c(=O)c2sccc21 returned NALP3 yeast inh 2, SENP8 block-1 -2, HKDC1 inhibitor -5, PfGluPho inh 7, SENP6 block -9, SENP1 FRET inh 2, Apaf-1 inh -14, SENP7 block 1 and SENP8 block-2 26.
COc1ccc(-c2noc(CCC(=O)NCC3CCCO3)n2)cc1OC (stereo unspecified) was read as NALP3 yeast inh 1, SENP8 block-1 -2, HKDC1 inhibitor -2, PfGluPho inh 11, SENP6 block 3, SENP1 FRET inh 0, Apaf-1 inh -10, SENP7 block -6 and SENP8 block-2 8.
